# Source: PubChem (The Scripps Research Institute Molecular Screening Center)
# GalR3 antag: antagonists of human GalR3; inhibition, % at 3 µM; AID 651719; HEK293 GalR3-CNG cAMP membrane potential fluorescence; galR3 body fused to GalR1 C-terminus; 360,000 tested, 0.44% active; O60755;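 active = inhibition above the screen-wide average plus 3 SD, cut at about 13% in these data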;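 also: forskolin and galanin both at EC90 stimulate the cells; cAMP rise reported by CNG channel membrane potential dye signal; 0% = forskolin plus galanin with DMSO and 100% = forskolin alone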
# Target sequence (O60755 1-299 limits assumed): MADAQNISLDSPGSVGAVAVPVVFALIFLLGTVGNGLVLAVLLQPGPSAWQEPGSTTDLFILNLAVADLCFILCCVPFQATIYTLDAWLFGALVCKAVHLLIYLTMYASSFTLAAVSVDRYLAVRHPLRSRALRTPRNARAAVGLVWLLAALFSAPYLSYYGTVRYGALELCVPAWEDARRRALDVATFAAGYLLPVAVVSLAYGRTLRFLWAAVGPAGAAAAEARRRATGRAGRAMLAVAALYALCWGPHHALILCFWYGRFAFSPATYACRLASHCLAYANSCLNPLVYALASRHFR
# The depositor's hits bear a star. This is a subset; rates above refer to the full screens.
SMILES,GalR3 antag
COc1ccccc1C(=O)N1CCC2CCN(C(=O)OC(C)(C)C)C2C1 (centres undefined),1.2
CC1(C(=O)NS(=O)(=O)c2ccc(Cl)cc2)CCN1C(=O)Cc1ccc(Cl)cc1Cl (centres undefined),-3.3
CN(C)c1ccc(CNC(=O)C2(C)Cc3c(-c4ccc(N(C)C)cc4)ccnc3O2)cc1 (centres undefined),-5.7
CC(=O)Nc1cccc(-c2cc3nc(NCc4cccnc4)n(C)c(=O)c3s2)c1,-6.0
CC(C)CCCCCCCCc1cccc(O)c1C(=O)O,-4.6
Nc1sccc1C(=O)NCc1ccccc1,-6.5
OC[C@@H]1CN(Cc2ccncc2)C[C@H](n2cnc3c(N4CCN(c5ccccc5)CC4)ncnc32)O1,-6.7
CCOC(=O)N1CCN(C(=O)C[C@H]2C[C@@]3(C(=O)OC)C(=C[C@H](COCc4ccccc4)O[C@@H]3C)N(CCC3=CCCCC3)C2=O)CC1,-3.9
COc1ccccc1C(NC(=O)C1CCN(CCOc2ccc(Cl)cc2)CC1)c1ccccn1 (centres undefined),-6.4
COc1ccc(OC)c(NC(=O)Nc2nc(CN)cs2)c1,-5.1
CCCCNC(=O)C1(C)CCN1C(=O)c1oc2ccccc2c1C (centres undefined),-7.1
OC[C@@H]1CN(C2CCCC2)C[C@H](n2cnc3c(NC4CCC4)ncnc32)O1,-4.5
COc1ccc(C(=O)Nc2c(F)c(F)c(F)c(F)c2F)cc1OC,-5.6
CCCc1nc2c3ccccc3ccn2c1CC(C)(C)C,-3.5
COCc1cc(N2CCN(C(=O)OC(C)(C)C)C[C@@H]2C)ccc1N1C[C@@H](C)O[C@@H](C)C1,-8.2
CC1(C(=O)NS(=O)(=O)C2CC2)CCCN(C(=O)Cc2ccc3ccccc3c2)C1 (centres undefined),-6.8
N#Cc1c(Cl)cccc1N1CCSCC1,-4.4
CNC(=O)OCc1nc(SC2CCCCO2)n(C)c1COC(=O)NC (centres undefined),-2.4
Cc1nc(C(F)(F)F)ccc1C(=O)N1CCC1(C)C(=O)NS(=O)(=O)c1ccc(C(C)(C)C)cc1 (centres undefined),2.4
CCCCCCCCN1C(=O)[C@@H](CC(=O)N2CCN(C(=O)OCC)CC2)C[C@@]2(C(=O)OC)C1=C[C@H](C1CCCC1)O[C@@H]2C,-3.3
COc1ccc(-c2ccc(C(=O)Nc3cccc(N(C)C)c3)c3occc23)c(C)c1,-2.8
CCN(CC)CCC12CC(C)OC1=Nc1ccccc1NC2=O (centres undefined),-8.1
CC(=O)Nc1cc(-c2cccc(C(=O)N(C)C)c2)cn2c(-c3ccccc3)cnc12,-4.2
CCn1nccc1NC(=O)c1csc([C@@H]2C[C@H](O)[C@@H](CO)O2)n1,-2.3
O=C(Cn1cc(COc2ccc3ccccc3c2)nn1)NS(=O)(=O)c1cccc(OC(F)F)c1,-2.9
COc1ccc(-c2cnc3c(NC=O)cc(-c4ccc(C(=O)N5CCOCC5)cc4)cn23)cc1OC,-7.9
FC(F)(F)c1ccccc1Cc1c(-c2ccc(Cl)cc2)nc2ccc(Cl)cn12,-7.8
CN(C)c1ccc(-c2csc(C(O)c3ccc(F)cc3)n2)cc1 (centres undefined),-7.1
CN(C)CCN1CCN(C2CN(CCc3ccccc3)S(=O)(=O)C2)CC1 (centres undefined),-5.3
CCc1nc2ccc(C(=O)NCCCN3CCCC3=O)cn2c1N(CC)CCN(C)C,1.9
COc1cccc(CNC(=O)[C@@H]2CCCN2C(=O)[C@H]2CCCCN2C(=O)c2cccc(OC)c2)c1,-0.6
CN(C)c1cccc(NC(=O)C2Cc3c(-c4cccnc4)ccnc3O2)c1 (centres undefined),-5.9
O=C(NCCc1ccc(O)cc1)c1[nH]c(C(F)(F)F)nc1-c1ccccc1,5.7
O=C(NC(c1ccc(F)cc1)c1cnccn1)C1CCN(CCOc2ccc(Cl)cc2Cl)CC1 (centres undefined),-7.5
CC(=O)Nc1cc(-c2ccccc2)cn2c(-c3ccc(F)c(Cl)c3)cnc12,-5.1
COC(=O)[C@]12C[C@H](CC(=O)N3CCOCC3)C(=O)N(Cc3ccc4c(c3)OCO4)C1=C[C@H](COCc1ccccc1)O[C@@H]2C,-6.0
COc1ccc(N2CCN(c3cncc(C)n3)CC2)cc1,-1.4
CCOC(=O)C1(C)CCCN(C(=O)c2ccccc2F)C1 (centres undefined),-6.7
CC1Nc2ncnc(N3CCc4ccccc4C3)c2N(Cc2ccccc2)C1=O (centres undefined),-0.5
CS(=O)(=O)N1CCCCC1c1cc(C(=O)NCc2ccc(Cl)c(Cl)c2)no1 (centres undefined),-5.5
COc1cccc(NC(=O)N(C)C[C@@H]2OCc3cn(nn3)CCCC(=O)N([C@@H](C)CO)C[C@H]2C)c1,-0.1
CC1(C(=O)Nc2ccc3c(c2)OCO3)CCN1C(=O)Cc1cccs1 (centres undefined),-4.0
CO[C@@H]1CN(C)C(=O)c2ccc(NC(C)=O)cc2OC[C@@H](C)N(C(=O)NC2CCCCC2)C[C@H]1C,-7.6
CCCNC(=O)c1cc(C2CCCCN2C(=O)c2ccccc2)on1 (centres undefined),-6.7
CN(C)CCN1CCN(C2CN(Cc3ccccc3)S(=O)(=O)C2)CC1 (centres undefined),-4.2
COCOc1cccc(CN2CCC(C)(Oc3ccc(SC)cc3)C2)c1 (centres undefined),-6.9
COC(=O)[C@@]1(Sc2ccc(C)cc2)CC(=O)N(c2ccc3c(ccn3C)c2)[C@@H]1c1ccccc1,-4.7
CC(O)(c1ccccc1)c1nc(-c2cccc(C(F)(F)F)c2)cs1 (centres undefined),-2.8

# 2 of these compounds in another layout.
CCOC(=O)C1(C)CCCN(C(=O)c2ccccc2F)C1 (centres undefined)
  GalR3 antag: -6.7

CC1Nc2ncnc(N3CCc4ccccc4C3)c2N(Cc2ccccc2)C1=O (centres undefined)
  GalR3 antag: -0.5

# (next part)
SMILES,GalR3 antag
O=C(Nc1ccc(F)c(Cl)c1)c1cc(C2CCCN(S(=O)(=O)c3cccs3)C2)on1 (centres undefined),-5.5
O=C(N[C@H](Cc1ccccc1)C(=O)NCCCc1ccccc1)[C@H]1O[C@@H](n2ccc(=O)[nH]c2=O)[C@H](O)[C@@H]1O,-4.4
CN1CCCCC(NC(=O)c2ccccn2)C1=O (centres undefined),-6.9
COc1ccc(CNC(=O)c2ccc(-n3ccnc3)c3ccoc23)cc1OC,4.1
CN(Cc1ccccc1)N=Nc1nc[nH]c1C(N)=O,-5.1
O=C(Nc1ccc(N2CCOCC2)cc1)c1csc([C@H]2C[C@H](O)[C@@H](CO)O2)n1,-3.1
CSc1ccc(Oc2cccc3c2S(=O)(=O)N(C2CC2)C[C@@H](COCc2ccccc2)O3)cc1C,-5.0
COc1ccc(C(N)c2csc(Nc3cc(Oc4ccccc4)ncn3)n2)cc1 (centres undefined),-4.8
CC1(C(=O)NS(=O)(=O)c2ccccc2)CCN1C(=O)C/C=C/c1ccccc1 (centres undefined),-6.3
O=C(Cn1cc(COc2ccc(Cl)c(Cl)c2)nn1)NS(=O)(=O)c1ccccc1OC(F)(F)F,-3.0
COCCNc1nc(NCc2cccc(OC)c2)c2sc(-c3ccccc3)cc2n1,-11.7
COCCNc1nc(Nc2ccc(Cl)cc2F)c2sccc2n1,-8.8
Cc1ccccc1C(=O)N[C@H](C(=O)N1CCC[C@H]1C(=O)NC1CCCC1)c1ccccc1,3.3
CC(C)(C)n1nnnc1C(c1ccccc1)N1CCN(CCN2CCOCC2)CC1 (centres undefined),-6.5
CC1(Oc2cccc(F)c2)CCN(Cc2ccc3ccccc3c2)C1 (centres undefined),1.6
CCN(CC)c1ncnc2c1ncn2[C@H]1CN(Cc2ccc(OC)cc2)C[C@@H](CO)O1,-4.2
Clc1ccc(Nc2nnc(-c3ccc4c(c3)OCO4)o2)cc1,-5.8
O=S1(=O)CC(N2CCN(CC3CC3)CC2)CN1C1CCCC1 (centres undefined),-3.4
CC1(C(=O)NS(=O)(=O)C2CC2)CCN(C(=O)c2ccc(F)cc2Cl)C1 (centres undefined),-6.6
Nc1ccn(C2OC(CO)C(O)C2F)c(=O)n1 (centres undefined),-2.9
CN1CCCC(C)(C(=O)Nc2ccc3scnc3c2)C1 (centres undefined),-8.6
CC(C)(C)S(=O)(=O)N1C[C@H]2CC(=O)C(CCO)=C2[C@@H]1CCO,-7.3
CC1(C(=O)NS(=O)(=O)c2ccc(C#N)cc2)CCN1C(=O)C1(c2ccccc2)CCCC1 (centres undefined),0.6
CC1(C(=O)NS(=O)(=O)C2CC2)CCCN(C(=O)COCc2ccccc2)C1 (centres undefined),2.9

# Arranged by value in GalR3 antag (largest number first): seven from the list above
structure	GalR3 antag
Cc1ccccc1C(=O)N[C@H](C(=O)N1CCC[C@H]1C(=O)NC1CCCC1)c1ccccc1	3.3
CC1(C(=O)NS(=O)(=O)C2CC2)CCCN(C(=O)COCc2ccccc2)C1 (centres undefined)	2.9
CCN(CC)c1ncnc2c1ncn2[C@H]1CN(Cc2ccc(OC)cc2)C[C@@H](CO)O1	-4.2
Clc1ccc(Nc2nnc(-c3ccc4c(c3)OCO4)o2)cc1	-5.8
CC1(C(=O)NS(=O)(=O)C2CC2)CCN(C(=O)c2ccc(F)cc2Cl)C1 (centres undefined)	-6.6
CC(C)(C)S(=O)(=O)N1C[C@H]2CC(=O)C(CCO)=C2[C@@H]1CCO	-7.3
CN1CCCC(C)(C(=O)Nc2ccc3scnc3c2)C1 (centres undefined)	-8.6

# (cont.)
SMILES,GalR3 antag
CCCC(=O)N1CCC1(C)C(=O)Nc1cccc(OC(C)C)c1 (centres undefined),-2.0
O=C(Nc1nnc([C@@H]2C[C@H](O)[C@@H](CO)O2)s1)c1cccc(C(F)(F)F)c1,-0.6
CC1(C(=O)NS(=O)(=O)c2ccc(Br)cc2)CCN1C(=O)C1CCCCC1 (centres undefined),-4.5
COc1cccc(CC(=O)N2CCN(C(=O)C(=O)c3cccc(C(F)(F)F)c3)CC2)c1,1.2
O=C(NCc1ccccc1)[C@@H]1CCCN1C(=O)[C@@H]1CCCN1C(=O)c1ccc(Cl)cc1Cl,-6.2
Nc1[nH]c(C(=O)c2ccccc2)c(-c2ccccc2Br)c1C(=O)NCc1ccc(-c2ccccc2)cc1,-6.8
Nc1ncnc2c1ncn2[C@@H]1O[C@H](C(=O)N[C@H](CO)Cc2ccc(O)cc2)[C@@H](O)[C@H]1O,-4.8
COC(=O)[C@@]12C[C@@H](CC(=O)N3CCN(C(=O)c4ccco4)CC3)C(=O)N(Cc3cccc4ccccc34)C1=CCC(C)(C)C2,-3.1
CC(=O)N1CCN(C(c2ccccc2)c2nnnn2C(C)(C)C)CC1 (centres undefined),-4.8
COCCN1Cc2cc(C(=O)OC)c3c(c2C1=O)c1cc(F)ccc1n3C(=O)c1ccccc1,-6.0
COC(=O)C1=C(C)N(Cc2ccccc2C(F)(F)F)C(=NCc2ccc(OC)cc2)NC1c1ccccc1 (centres undefined),-7.7
CCCNC(=O)C1(C)CCN(C(=O)c2ccccc2OC)C1 (centres undefined),-5.9
Cc1ccc(C(O)c2ncc(-c3cccc(F)c3)[nH]2)cc1 (centres undefined),2.3
COCc1cc(N2CCNC[C@H]2C)ccc1N1C[C@@H](C)O[C@@H](C)C1,-2.5
COc1ccc(C(C)(O)c2nc(-c3ccc4ccccc4c3)cs2)cc1 (centres undefined),-6.2
CC(C)S(=O)(=O)N[C@@H]1c2cc3c(cc2[C@H](c2ccccc2)[C@H]1C)OCO3,-8.8
CCOC(=O)[C@]12CCC=C1N(Cc1ccc3c(c1)OCO3)C(=O)[C@H](CC(=O)NCC1CCCCC1)C2,-5.1
C[C@H]1COc2cc(N3CCN(Cc4ccccc4F)CC3)ccc2S(=O)(=O)N1,4.1
O=C(NCc1ccccc1)c1ccc(-c2ccc(F)c(F)c2)c2ccoc12,-7.3
COc1ccc(C2CC(=O)C(c3ccccc3OC)=CN2Cc2ccccc2)cc1 (centres undefined),-4.2
CCc1nc2ccc(C(=O)N3CCN(S(=O)(=O)CC)CC3)cn2c1N(C)C(=O)C1CCCCC1,-5.7
COc1cc(F)ccc1-c1cc(C(=O)NCc2ccc(C(F)(F)F)cc2)[nH]n1,-5.5
COC(=O)CCCn1cc(CN2CC(N(C)C)CS2(=O)=O)nn1 (centres undefined),-4.6
COc1ccc(-c2sc3cc(OC)ccc3c2-c2ccc(OCCN3CCCCC3)cc2)cc1,0.8
CC1(C(=O)NS(=O)(=O)c2cccc(C#N)c2)CCN1C(=O)CCc1ccccc1 (centres undefined),-5.1
COCCNC(=O)C1(C)CCCN(C(=O)c2ccc3c(c2)CCO3)C1 (centres undefined),-2.1
CC(C)(C)CNC(=O)C1(C)CCN1C(=O)Cc1ccc(C(C)(C)C)cc1 (centres undefined),-5.9
CCCCOCCCNC(=O)C[C@@H]1C[C@@]2(C(=O)OC)CCCCC=C2N(Cc2ccc(Cl)cc2Cl)C1=O,-7.5
CCNC(=O)C1(C)CCN(C(=O)c2ccc(OC)c(OC)c2)C1 (centres undefined),-1.1
C=C[C@H]1C(C(=O)OCC)=CC[C@@H](c2ccccc2)N1S(=O)(=O)c1ccc(C)cc1,-8.0
CCCS(=O)(=O)NC(=O)C1(C)CCCN(C(=O)c2ccncc2)C1 (centres undefined),-5.2
COC(=O)c1cc2c(c3c4ccccc4n(S(=O)(=O)c4ccc(C)cc4)c13)C(=O)N(C)C2,-5.8
COC(=O)[C@@]12C[C@@H](CC(=O)NCc3cccc4ccccc34)C(=O)N(Cc3ccco3)C1=CCC(C)(C)C2,-6.3
CS(=O)(=O)/C(C#N)=C/c1cccn1S(=O)(=O)c1ccc([N+](=O)[O-])cc1,-5.1
COc1ccc2c(c1)CCC(=O)[C@H](O)C[C@H](c1ccccc1)OC2=O,-5.4
COc1ccc(C(O)c2nc(-c3cccc(F)c3)cs2)cc1 (centres undefined),-6.8
O=C1c2[nH]nc(-c3ccccc3)c2C(c2ccccc2)N1c1ccccc1 (centres undefined),-7.1
CCOC(=O)C1CSCCS(=O)(=O)N1Cc1ccc(F)cc1F (centres undefined),-5.3
COc1ccc(CNC(=O)c2cccc3c(-c4cnn(C)c4)coc23)cc1OC,-8.0
CC1(C(=O)NS(=O)(=O)c2cccc(C#N)c2)CCN1C(=O)CC1CCCCC1 (centres undefined),-0.5
